S3 lipid droplet – qHTS Assay for Lipid Storage Modulators in Drosophila S3 Cells; Drosophila S3 cells, BODIPY lipid droplet fluorescence, 18-24 h; cells fed with added oleic acid; Potency in µM for hits, for the others lipid storage change, negative = inhibition, % at the top dose, mostly 46.1 µM; 0.64% of 320,000 active; AID 2685, 2010; active = well fitted inhibition curve with a large enough effect in the signal ratio, with a control signal flat, not every such curve was filed as active; inconclusive = small, poorly fitted or top-dose-only effect, or effect the other way, or a change in a side signal; the % refers to the signal ratio
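Laser-scanning cytometry quantifies lipid droplet accumulation (500–530 nm total intensity; droplet/cell object ratio) in oleic acid-fed (400 uM added) Drosophila S3 cells treated with a concentration series. 20 uM Triacsin C defined 100% inhibition.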
S3 lipid droplet cell count max – further read-out of S3 lipid droplet, marked with its call; cell number change, %; measured here: cell count max response;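 cells counted by Cell Tracker Red CMTPX staining in the red channel; peak over a dose series mostly up to 46.1 µM; percent activity relative to internal control wells on each plate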
* marks the source's active call; other numbers are inactive results; i = inactive; ? = inconclusive; / = no result given; [ ] = remark or other dose. % is set by controls: 0 for no effect and ±100 for the full control effect; potency is the fitted concentration of half-maximal effect. A portion of the library; the hit share may differ from the screen's.

SMILES	S3 lipid droplet	S3 lipid droplet cell count max
N#CC1(NC(=O)Cn2ncc(Cl)c(Cl)c2=O)CCCCC1	?	/
COc1ccc(N2CC(C(=O)NC3CC(C)(C)NC(C)(C)C3)CC2=O)cc1 (stereo unspecified)	?	/
CCCC(=O)Nc1cccc(-c2cn3cccnc3n2)c1	0%	13
CCOc1cc(-c2cc(-c3ccc(C)o3)nc(N)c2C#N)ccc1O	i	-1
CC(=O)Nc1ccc(NC(=O)COC(=O)c2cc(S(=O)(=O)N(C)C)ccc2N2CCCC2)cc1	?	/
Nc1ccc(N2CCCCC2)c2nonc12	?	/
Cc1oc2c(C)c(O)ccc2c(=O)c1-c1nncn1-c1ccccc1	0%	/
COC(=O)c1sc(Nc2ccccc2)nc1C	13%	-30
O=C(Nc1ccccc1[N+](=O)[O-])c1ccc(S(=O)(=O)N2CCCC2)cc1	-21%	0
CCN(c1ccccc1)S(=O)(=O)c1ccc(OC)c(NC(=O)COc2ccc(C(C)=O)cc2)c1	?	/
C/C(=N\NC(=O)c1cc(-c2ccco2)nc2ccccc12)c1cccnc1	?	/
COC(=O)c1ccc(-n2cc(-c3ccc(OC)cc3)[nH]c2=S)cc1	10%	16
O=c1[nH]c2ccccc2nc1/C=C/c1ccc(F)cc1	9.2µM*	29*
CC(=O)c1ccc(NC2CC(O)C(O)CO2)cc1 (stereo unspecified)	-9%	-4
COc1ccc(CNC(=S)NCc2ccc(F)cc2)cc1OC	?	/
Cc1ccccc1OCC(=O)Nc1ccc([N+](=O)[O-])cc1	28%	4
Cc1ccc(C)c(OCc2ccc(C(=O)NN)o2)c1	1%	2
CCOCCCNC(=O)c1cn(CC)c2ccc(S(=O)(=O)N(C)C3CCCCC3)cc2c1=O	?	/
NC(=O)N/N=C/c1ccccc1OCc1cccc2ccccc12	?	/
O=C(N/N=C/c1ccc(OC(F)F)cc1)c1cc[n+]([O-])cc1	?	/
CCC(C)(C)C1CCC2(CC1)NC(=O)N(CC(=O)N(C)Cc1ccc3c(c1)OCCO3)C2=O (stereo unspecified)	i	-13
O=C(Cn1ccc([N+](=O)[O-])n1)NCCc1c[nH]c2ccccc12	-3%	-3
CCC(=O)Nc1ccc(C(=O)NNC(=O)c2cc(OC)c(OC)c(OC)c2)cc1	?	/
Cc1cc(C)c2c(N)c(C(=O)NC3CCCC3)sc2n1	?	/
COCCn1nnnc1C(c1ccc(OC)cc1)N1CCC(C)CC1 (stereo unspecified)	?	/
O=C(Nc1ncc(Cc2ccccc2Cl)s1)c1ccc([N+](=O)[O-])cc1	-1%	3
O=C1NCC2=C1C(c1ccccc1)Nc1ccccc1N2 (stereo unspecified)	?	/
CC(C)CCNc1nc(N)c([N+](=O)[O-])c(NCCO)n1	4%	-1
O=C(Nn1c(C2CCCCC2)nc2ccccc2c1=O)c1ccc([N+](=O)[O-])cc1Cl	-2%	1
O=C(CCOc1ccccc1)Nc1ccc([N+](=O)[O-])cc1	?	/
CCOC(=O)c1cnc2nc(C)[nH]n2c1=O	?	/
CCn1c(SCc2ccccc2)nnc1C1CCN(S(=O)(=O)c2ccc(OC)cc2)CC1	0%	-17
COc1ccc(N(CC(=O)N2CCN(Cc3ccc4c(c3)OCO4)CC2)S(C)(=O)=O)cc1OC	1%	14
O=C(Nc1ccc(C(=O)O)cc1)/C(=C\c1ccc([N+](=O)[O-])cc1)NC(=O)c1ccc(Br)cc1	1%	-6
CC(C)Oc1ccc(C(CC(=O)N(C)CCC#N)c2ccc(F)cc2)cc1 (stereo unspecified)	?	/
CCCn1c(N)c(N(CCOC)C(=O)CSCC(=O)Nc2ccc(OC)cc2)c(=O)[nH]c1=O	?	/

Arranged by value in S3 lipid droplet cell count max (falling): six from the list above
molecule | S3 lipid droplet | S3 lipid droplet cell count max
COc1ccc(N(CC(=O)N2CCN(Cc3ccc4c(c3)OCO4)CC2)S(C)(=O)=O)cc1OC | 1% | 14
O=C(Nc1ncc(Cc2ccccc2Cl)s1)c1ccc([N+](=O)[O-])cc1 | -1% | 3
O=C(Nn1c(C2CCCCC2)nc2ccccc2c1=O)c1ccc([N+](=O)[O-])cc1Cl | -2% | 1
CC(C)CCNc1nc(N)c([N+](=O)[O-])c(NCCO)n1 | 4% | -1
O=C(Nc1ccc(C(=O)O)cc1)/C(=C\c1ccc([N+](=O)[O-])cc1)NC(=O)c1ccc(Br)cc1 | 1% | -6
CCn1c(SCc2ccccc2)nnc1C1CCN(S(=O)(=O)c2ccc(OC)cc2)CC1 | 0% | -17

Following part:
SMILES	S3 lipid droplet	S3 lipid droplet cell count max
CCC(C)[C@H](NS(=O)(=O)c1ccc(C)cc1)C(=O)N1CCC(C(=O)N[C@@H](Cc2ccccc2)C(=O)O)CC1 (stereo partly specified)	?	/
O=c1c2ccccc2n2c(-c3cccc(F)c3)nnc2n1Cc1ccccc1	12%	19
COc1ccc(NC(=O)c2ccco2)cc1NC(=O)c1cc2ccccc2o1	?	/
CCOc1ccccc1C1NC(=O)NC(C)=C1C(=O)OC1CCCC1C (stereo unspecified)	?	/
O=C(O)C1=C(C(=O)N2CCN(C(=O)c3ccco3)CC2)CCCC1	?	/
CS(=O)(=O)N1CCC(C(=O)Nc2ccc(F)cc2)CC1	18%	14
CCN(CCCNC(=O)Cn1cc2c(n1)CCCC2)c1cccc(C)c1	i	/
Cc1ccc(CNC(=O)Cn2nnc(C(=O)Nc3cc(C)ccc3C)c2N)cc1	i	16
Cc1sc(NC(=O)CSc2nnc(COc3ccc(Cl)cc3)n2C)c(C#N)c1C	?	/
CCOC(=O)c1nnn(-c2nonc2N)c1CN1CCCCCC1	12%	-7
CCC(=O)c1ccc(N2CCN(C(=O)c3cccs3)CC2)c(F)c1	?	/
O=C(NCC1CCCCC1)c1ccc(Cl)nc1	?	/
Cc1ccc(-n2ncc3c(=O)n(CC#N)cnc32)cc1C	?	/
CCCCCC1CC(CC(=O)Nc2ccc([N+](=O)[O-])cc2)C(=O)O1 (stereo unspecified)	?	/
Cc1ccc(/C(=N\S(=O)(=O)c2ccc(Br)cc2)Nc2ccccc2C)cc1	-26%	5
OC(c1ccccc1)(c1ccc(F)cc1)C(c1ccccc1)N1CCOCC1 (stereo unspecified)	3%	2
O=C1N(Cc2ccc(F)cc2Cl)c2ccccc2C12OCCCO2	7%	4
CCOC(=O)c1cc(CC)sc1NC(=O)c1ccc2c(c1)OCCO2	?	/
CCCCON1C(=O)c2cccc3cccc(c23)C1=O	20%	-10
Cc1c(/C=N\NC(=O)C2COc3ccc(C(C)(C)C)cc3O2)c2ccccc2n1C (stereo unspecified)	?	/
COc1ccc2cc(CN(C(=O)Nc3ccccc3)C3CCCC3)c(=O)[nH]c2c1	?	/
CCc1cc(=O)oc2cc(OCC(=O)NCCCn3ccnc3)ccc12	?	/
O=C(N/N=C/c1ccco1)c1[nH]ncc1Br	i	0
Cc1cccc(NC(=O)Cn2c(/C=C/c3ccccc3)nc3ccccc32)c1	5%	0
NC(=O)NC(CC(=O)OCC(=O)NC(=O)NCc1ccco1)c1ccc(Cl)cc1 (stereo unspecified)	13%	9
CC12CCC(C(=O)N(c3ccccc3Cl)C1=O)C2(C)C (stereo unspecified)	-9%	-7
COc1ccc(C)cc1NC(=O)c1ccc(NS(=O)(=O)c2c(C)noc2C)cc1	?	/
COc1cccc(CN(C)C(=O)CCN(c2ccccc2)S(=O)(=O)c2ccc(C)cc2)c1OC	?	/
COc1ccc(NCC(=O)N/N=C2\CCCC(C)C2)cc1 (stereo unspecified)	20%	20
Cc1cc(C)c(C(=O)OCC(=O)Nc2cccc(S(=O)(=O)N3CCCCC3)c2)c(C)c1	i	/
CCc1nnc(NC(=O)CCC(=O)N2CCN(S(=O)(=O)c3cc(Cl)ccc3OC)CC2)s1	i	10
O=C(CCCN1CCOC(c2ccccc2)C1)c1ccc(F)cc1 (stereo unspecified)	i	-21
O=C(NCc1cccc(Cl)c1)c1cccnc1	?	/
O=S(=O)(Nc1ccc(-c2cn3ccsc3n2)cc1)c1ccc2c(c1)OCCO2	?	/
COCC(C)NCC(=O)NC(C)CCc1ccccc1 (stereo unspecified)	?	/
COC(=O)c1ccc2c(=O)n(Cc3ccc(C(=O)NCCCN4CCC(C)CC4)cc3)c(=S)[nH]c2c1	?	/

Full records from above. Screens in order: S3 lipid droplet, S3 lipid droplet cell count max
COc1cccc(CN(C)C(=O)CCN(c2ccccc2)S(=O)(=O)c2ccc(C)cc2)c1OC across the screens: ?, /
O=C(CCCN1CCOC(c2ccccc2)C1)c1ccc(F)cc1 (stereo unspecified) across the screens: i, -21
COc1ccc(C)cc1NC(=O)c1ccc(NS(=O)(=O)c2c(C)noc2C)cc1 across the screens: ?, /

The results go on.
SMILES	S3 lipid droplet	S3 lipid droplet cell count max
COc1ccc(CN2CCNC(=O)C2CC(=O)NCCCn2nnc3ccccc32)cc1C (stereo unspecified)	i	-21
COc1ccccc1-c1oc2ccccc2c1C#CC(C)(C)O	?	/
CC(=O)c1c(C)[nH]c(C(=O)OCC(=O)NCc2ccc3c(c2)OCO3)c1C	?	/
COc1ccccc1C(=O)Nc1ccnn1C1CCN(C(=O)c2cnsn2)CC1	?	/
CC(NC(=O)Cc1ccccc1)C(c1ccccc1)N1CCOCC1 (stereo unspecified)	?	/
COC(=O)Cn1c(N2CCCC2)nc2c1c(=O)n(C)c(=O)n2C	?	/
CCc1ccccc1NC(=O)c1cccs1	9%	-7
Cc1cc(/C=C2\C(=N)N3N=C(CC(=O)N4CCOCC4)SC3=NC2=O)c(C)n1Cc1ccccc1	5%	14
O=C(NN1C(=O)NC2(CCCCC2)C1=O)c1cc2ccccc2o1	-10%	-15
O=C(Cn1c(=O)oc2ccccc21)Nc1nc(-c2ccccc2)cs1	i	/
COc1ccc(Br)cc1/C=N/N1CCN(Cc2ccccc2)CC1	7%	-1
O=C(NCc1ccc(F)cc1)C(C(=O)NCc1ccc(F)cc1)c1ncc(C(F)(F)F)cc1Cl	3%	4
CCOC(=O)c1nn(-c2ccc(Cl)cc2C)ccc1=O	i	-24
CCOC(=O)CC(=O)CSc1nc2ccccc2c(=O)n1-c1ccc(C(=O)N2CCOCC2)cc1	6%	0
COCCNC(=O)C(c1ccc(C)o1)N(C(=O)c1snc(C(N)=O)c1N)c1cc(C)cc(C)c1 (stereo unspecified)	12%	-10
CCCc1cc(C(=O)OC)c(NC(=O)c2cc(C)on2)s1	-1%	-12
COc1ccc(CNC(=O)C2CCN(c3nn4c(=O)cc(C)nc4s3)CC2)cc1	1%	-2
c1ccc(C2=Nn3c(nnc3-c3ccccn3)SC2)cc1	18%	/
COc1ccc(-n2cc(-c3ccc(OC)c(OC)c3)[nH]c2=S)cc1	?	/
CCOC(=O)N1CCC(NC(=O)C(NC(=O)C2CCC(C)CC2)C(C)CC)CC1 (stereo unspecified)	?	/
COc1ccc(C(=O)N2CCN(c3ccc(N4CCOCC4)nn3)CC2)cc1OC	i	/
O=C1OCC2=C1C(c1ccc(F)cc1)CC(=O)N2c1ccccc1 (stereo unspecified)	?	/
Cc1cc(S(=O)(=O)NCC2CC2)c(Cl)cc1Cl	?	/
O=C(COC(=O)CCC1CCCC1)Nc1ccc(Cl)cn1	?	/
C/C=C(\C)CN1CCN(c2ccccc2)CC1	?	/
COc1ccc(OCCCC(=O)OC(C)C(=O)Nc2ccc(S(N)(=O)=O)cc2)cc1 (stereo unspecified)	?	/
CCc1c(C)nc2ncnn2c1NCCc1ccc(OC)c(OC)c1	-2%	-14
C=C1CCc2c([nH]c3ccc(OCC(C)C)cc23)C1=O	?	/
Cc1cc(-c2nnc(SCC(=O)Nc3cccc(Cl)c3)n2N)n[nH]1	i	-11
C=CCOC(=O)C1=C[C@@H](c2ccc(C(F)(F)F)cc2)[C@H](CCCO)[C@@H](OCC)O1	-7%	-23
O=C(COc1ccc(S(=O)(=O)N2CCOCC2)cc1)NCc1ccccn1	-8%	19
Cc1nc(CSc2n[nH]c(=O)n2-c2cccc(F)c2)cs1	1%	9
COc1cc(C2N(c3ccc(F)cc3)C(=O)C3CCCN32)cc(OC)c1OC (stereo unspecified)	?	/
O=C1CS/C(=N/N=C/c2ccccc2OS(=O)(=O)c2ccccc2)N1	?	/
CC(C)CC(=O)Nc1sc2c(c1C#N)CC(C)(C)NC2(C)C	?	/
O=C(CN1C(=O)NC2(CCCC2)C1=O)NCC1CCCO1 (stereo unspecified)	?	/
CN1CCC(CNC(=O)Nc2csc3ccccc23)CC1	12%	10
C=CCn1sc(N)c(C(=O)OCC)c1=S	?	/
COCC(=O)Nc1ccc(Br)cc1C	?	/
O=C(CN1C(=O)C2CC=CCC2C1=O)Nc1nnc(SCc2ccc(Cl)cc2)s1 (stereo unspecified)	?	/
CCOC(=O)c1ccc(Oc2nc(N(C)C)nc(N(C)C)n2)cc1	i	/
CC1(C)CC(=O)c2c(O)cc(OCC(=O)N3CCN(c4ccc(F)cc4)CC3)cc2O1	i	13
CCCC(=O)Nc1ccc2c(c1)nc(CN1CCN(C(=O)OCC)CC1)n2CC	?	/
CCN(CC)c1ccc(C2CC(=O)Nc3cc(OC)c(OC)cc32)cc1 (stereo unspecified)	?	/
CCOC(=O)C1CCN(C(=O)COC(=O)CSc2ccc([N+](=O)[O-])cc2)CC1	20%[0.0737 µM]	4
CC1(C)CC(=O)C/C(=N/NC(=O)COc2ccc3ccccc3c2Br)C1	?	/

Screening results deposited in PubChem BioAssay by National Center for Advancing Translational Sciences (NCATS).
